Screening data (PubChem)
NCOA2 inhibitor – human SRC2 (NCOA2) inhibition | 370,000 compounds, 0.17% hits | inhibition, % at 9 µM | AID 651957 | HEK293 GAL4-SRC2 luciferase reporter, luminescence;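 active = inhibition above the mean inhibition of all tested compounds plus 3 SD, set per campaign, cut at about 52% in these data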;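 also: 0% = DMSO treated cells and 100% = cells given Gossypol at 36 µM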
TLR9-MyD88 inh – TLR9-MyD88 interaction inhibition; Q9NR96+Q99836; CHO BLA complementation TLR9-MyD88, CCF4 FRET ratio; inhibition, % at 4.98 µM; 340,000 compounds, 0.21% hits; AID 504734;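 active = inhibition above the mean over all tested compounds plus 3 SD, cut at about 21% in these data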;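 also: 0% = DMSO only wells and 100% = clavulanate BLA inhibitor control wells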
ABCB6 inh MLPCN – human ABCB6 transporter inhibition. Q9NP58. K562-ABCB6 porphyrin accumulation, flow cytometry, 1 h; active compounds read low. fluorescence ratio to DMSO, % at 10 µM. 360,000 compounds, 0.19% hits;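 active = fluorescence ratio to DMSO below 75%, the collection mean minus 3 SD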;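 also: signal is porphyrin accumulated inside mitochondria; 100% equals median channel fluorescence of DMSO control wells; lower ratio means ABCB6 inhibition with less porphyrin fluorescence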
Cardio protect – protects H9c2 cardiomyocytes from peroxide injury | AID 588492 | protection from H2O2 cell death, % at 20 µM | H2O2 injury protection, ATPLite, 2 h | 360,000 compounds, 0.63% hits;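 active = compounds giving at least 50% protection of heart cells from peroxide-induced death in the single-dose screen, raw or plate-pattern-corrected value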;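 also: 0% = DMSO wells with peroxide and 100% = DMSO wells without peroxide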
m5-HT2A agonist – activates the mouse 5-HT2A serotonin receptor | 360,000 compounds, 0.66% hits | CHO-K1 mHTR2A beta-arrestin complementation, luminescence; percent of 30 µM serotonin response | activation, % at 7.6 µM;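 active = activation above a run cutoff, the mean activation of all tested compounds plus 3 SD, cut at about 14% in these data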;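 also: 0% = plate median of compound wells and 100% = 30 µM serotonin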
Target sequence (P35363 whole entry, looked up): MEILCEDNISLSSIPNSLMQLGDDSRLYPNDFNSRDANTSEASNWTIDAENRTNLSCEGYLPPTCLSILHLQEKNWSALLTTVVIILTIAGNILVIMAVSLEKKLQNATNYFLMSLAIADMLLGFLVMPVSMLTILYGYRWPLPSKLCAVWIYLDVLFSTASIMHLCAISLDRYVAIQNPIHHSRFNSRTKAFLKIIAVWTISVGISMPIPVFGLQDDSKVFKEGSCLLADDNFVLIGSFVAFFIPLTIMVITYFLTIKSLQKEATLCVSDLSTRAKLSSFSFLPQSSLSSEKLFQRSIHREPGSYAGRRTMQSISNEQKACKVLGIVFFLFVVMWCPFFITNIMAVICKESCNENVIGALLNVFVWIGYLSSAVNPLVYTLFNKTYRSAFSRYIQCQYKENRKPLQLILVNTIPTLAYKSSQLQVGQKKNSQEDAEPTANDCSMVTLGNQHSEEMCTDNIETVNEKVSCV
ABHD5 PLIN5 PPI – inhibitors of human ABHD5-perilipin-5 interaction. AID 602281. inhibition, % at 4 µM. Q00G26+Q8WTS1. 360,000 compounds, 0.78% hits. Split G. princeps luciferase complementation, luminescence, 4 h;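 active = inhibition above the mean inhibition across every tested compound plus 3 SD, cut at about 22% in these data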;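 also: 0% = DMSO only wells and the 100% control is not disclosed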
NOD2 RIPK2 PPI – NOD2-RIPK2 protein interaction inhibition | O43353 | CHO BLA complementation NOD2-RIPK2, CCF4 ratio | inhibition, % at 4.98 µM | 360,000 compounds, 0.38% hits | AID 624267; in the data active = inhibition above about 21%;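 also: 0% = vehicle only and 100% = reference blocker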
Glyco luc inh – N-linked glycosylation inhibition | D54 ERlucT glycosylation luciferase reporter, 24 h; percent of 100 nM tunicamycin response | AID 588692 | reporter increase, % at 12.5 µM | 360,000 compounds, 0.23% hits;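 active = mean luciferase reporter signal, scaled so untreated is 0 and the glycosylation-blocking control 100, at or above a set limit in every replicate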;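 also: luciferase carries N-glycosylation sites so blocking glycosylation raises the light; 0% = median of neutral control wells and 100% = median of 100 nM tunicamycin wells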
MC4R antagonist – blocks human MC4R cAMP signaling. 360,000 compounds, 0.48% hits. inhibition, % at 6.5 µM. MC4R-expressing cells, MTII-stimulated cAMP, LANCE TR-FRET. P32245;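 active = inhibition above its plate's cutoff, the mean of tested wells on that plate plus 3 SD, cut at about 29% in these data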;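 also: 0% = Melanotan II alone and 100% = Melanotan II plus saturating MCL0020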
Target sequence (P32245 whole entry, looked up): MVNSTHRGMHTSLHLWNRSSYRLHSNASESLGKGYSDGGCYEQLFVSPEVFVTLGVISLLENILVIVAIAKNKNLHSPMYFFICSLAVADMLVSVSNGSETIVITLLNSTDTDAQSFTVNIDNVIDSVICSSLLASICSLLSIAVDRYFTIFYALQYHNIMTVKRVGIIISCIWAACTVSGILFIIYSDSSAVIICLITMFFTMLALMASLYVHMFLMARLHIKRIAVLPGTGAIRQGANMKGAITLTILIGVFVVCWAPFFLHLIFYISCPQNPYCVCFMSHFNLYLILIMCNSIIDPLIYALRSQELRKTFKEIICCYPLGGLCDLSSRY
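System – human MC4R-expressing U2OS cells · Also added – Melanotan II · Dosing – one concentration, 6.5 µM nominal · Timing – 30-min compound, 1-h challenge, 1-h detection, room temperature · Measured by – Eu-cAMP/anti-cAMP TR-FRET, emission 671 nm · Replicates – singlicate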
MC4R barr agon – agonists of human melanocortin 4 receptor (MC4R) beta-arrestin; AID 540308; U2OS MC4R beta-arrestin complementation, luminescence; percent of melanotan II response, DMSO zero; activation, % at 8.9 µM; 360,000 compounds, 0.98% hits; P32245;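 active = activation above a per-plate cutoff, the mean activation of sample wells on that plate plus 3 SD, cut at about 8% in these data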
* hit, by the source's call; . = not tested or not shown.

SMILES	NCOA2 inhibitor	TLR9-MyD88 inh	ABCB6 inh MLPCN	Cardio protect	m5-HT2A agonist	ABHD5 PLIN5 PPI	NOD2 RIPK2 PPI	Glyco luc inh	MC4R antagonist	MC4R barr agon
Cc1ccc(S(=O)(=O)N2CCN(CC(=O)NC3CCCc4ccccc43)CC2)c(C)c1 (stereo not given)	8	-1	100	-1	-2	-1	5	-1	1	0.1
O=C1C2C3c4ccccc4C(c4ccccc43)C2C(=O)N1/N=C/c1cccc(O)c1 (stereo not given)	1	-4	96	-1	0	3	-3	-2	6	1.0
CC(OC(=O)C1=COCCO1)C(=O)NC1CCCCC1 (stereo not given)	7	-7	98	1	2	0	-5	1	2	0.3
CCOC(=O)N1CCC2(O)CCCCC2C1c1ccc(F)cc1 (stereo not given)	-21	-6	100	9	-2	11	5	1	8	-0.2
O=S(=O)(Nc1ccccc1F)c1cccc(NC(=S)NCCN2CCOCC2)c1	0	6	95	-4	1	5	0	-1	0	-1.2
COc1cccc2[nH]c(=O)c(-c3ccccc3)cc12	-44	3	102	-6	2	-3	-4	-4	-3	-1.9
CC1(C)Cc2ccccc2C(/C(=N\Nc2cccc(Cl)c2)C(N)=O)=N1	13	-4	95	-20	-6	-5	9	-4	5	-1.6
Cc1ccc(C(=O)N/N=c2\sc3ccccc3n2C)cc1	-3	-2	94	-5	3	0	0	1	-3	-1.1
Cc1ccc(S(=O)(=O)N2CCC(N3CCN(C)CC3)CC2)cc1Cl	9	-4	93	9	-2	7	-8	1	-5	1.4
COc1cccc(C(=O)CN2C(=O)C(C)(C)Oc3ccc(C(=O)N4CCOCC4)cc32)c1	26	4	95	-8	1	-7	-6	-1	2	-2.7
COc1cccc(-c2nnn(CC(=O)N3CCC(C)CC3)n2)c1	-20	-1	102	0	3	4	-6	-2	-5	0.0
C=CCN(c1cccc(C(F)(F)F)c1)S(=O)(=O)c1cccc(C(=O)OCC(=O)NC(N)=O)c1	18	-1	98	-3	3	3	-9	0	0	-0.1
C=CCOc1cccc(/C=C\c2nc(O)c([N+](=O)[O-])c(=O)[nH]2)c1	2	-4	96	2	2	46*	-15	3	9	-2.2
Cc1ccc([C@@H]2[C@@H]3C(=O)N(C)C(=O)[C@@H]3[C@]3(C)C(=O)N(Cc4ccccn4)CC(=O)N23)o1	4	-10	98	1	17*	5	5	2	2	-1.6
Nc1cc(=O)[nH]c(SCC(=O)NCCC2=CCCCC2)n1	22	-1	99	-1	-1	-9	-12	0	-4	-1.1
Cc1ccc(NC(=O)CCC(=O)NNC(=O)NC2CCCCC2)c(C)c1	1	7	92	0	-5	4	3	1	1	-3.3
Cn1c(CCn2ccccc2=O)nc2cc(NC(=O)COc3ccccc3)ccc21	-23	-10	78	6	2	-14	2	-2	3	-3.3
CC(C)[C@H](NC(=O)NCCc1ccc(F)cc1)C(=O)O	-7	1	96	0	3	3	3	3	4	2.1
O=C(C1CCN(S(=O)(=O)c2ccccc2F)CC1)N1CCN(Cc2ccc3c(c2)OCO3)CC1	6	-5	93	0	9	-5	1	-3	6	-1.1
Cc1cc(S(=O)(=O)NC2CCCCC2)ccc1OCC(=O)NCc1cccnc1	-34	10	92	-1	-3	2	-3	-1	-3	0.2
COc1ccc(C(=O)NCC(=O)OCc2ccc(F)cc2)cc1	14	2	96	-8	1	-3	7	2	5	-0.5
CC(=O)c1cccc(NC(=O)COC(=O)c2ccccc2C)c1	-64	-6	97	5	7	-4	-1	-1	38*	2.4
COc1cc(NC2c3ccccc3C(=O)N2Cc2ccc3c(c2)OCO3)cc(OC)c1OC (stereo not given)	-8	-11	96	9	2	-11	4	4	1	-1.2
O=C(Oc1ccc(C(=S)N2CCOCC2)cc1)c1cccc(Cl)c1	24	6	97	-4	0	-2	2	1	4	-1.5
COc1ccccc1NC(=O)N(C)C[C@H]1Oc2ncc(Br)cc2C(=O)N([C@H](C)CO)C[C@H]1C	1	-3	105	-1	-2	-11	-8	2	6	-1.5

Remaining list, next part:
SMILES	NCOA2 inhibitor	TLR9-MyD88 inh	ABCB6 inh MLPCN	Cardio protect	m5-HT2A agonist	ABHD5 PLIN5 PPI	NOD2 RIPK2 PPI	Glyco luc inh	MC4R antagonist	MC4R barr agon
CN(CC(=O)N1CCCCCC1)S(=O)(=O)c1ccc(Br)cc1	9	-1	101	2	8	4	-7	-1	3	-0.6
CCCC(CCC)C(=O)Nc1c[nH]c(=O)[nH]c1=O	16	-6	103	3	0	-2	0	0	1	0.8
CC1=C2C3OC(=O)C(C)C3CCC2(C)C=CC1=NO (stereo not given)	29	5	97	10	-4	-5	0	-1	4	-4.5
O=C(/C=C/c1cccs1)c1cc(Cl)ccc1OC(=O)N1CCOCC1	45	-5	105	13	-6	16	-3	6	3	-0.2
COc1ccccc1CNC(=O)C/C(C)=N/NC(=O)Cc1ccc(OC)c(OC)c1	-15	10	95	-3	3	3	3	1	3	-0.8
Cc1ccc(-n2nnnc2SCC(=O)NNC(=O)c2ccco2)c(C)c1	-12	-8	102	-3	-5	3	-3	1	12	-0.7
COc1cc2nc(NC(=O)c3ccc(Cl)cc3)sc(=O)c2cc1OC	-1	-3	95	-14	11	0	-7	-2	5	-0.5
NC1=NC(=O)/C(=C\c2cccnc2)S1	38	3	84	4	2	1	-4	-7	-11	-0.9
O=C(CCOc1ccccc1)Nc1ccnn1C1CCN(Cc2ccccc2)CC1	8	-1	101	6	-1	1	-5	-2	1	-1.6
NC(=O)C1CCN(C(=O)CSc2nc3ccccc3[nH]2)CC1	-14	-4	87	2	2	2	-7	2	5	-2.3
Cc1ccc(S(=O)(=O)/N=C(/NC(=S)Nc2cccc(C)c2)c2ccccc2)cc1	-35	5	96	-6	0	-7	5	-1	4	-0.4
CCN(CC)CCNC(=O)c1ccccc1N	4	-12	103	6	8	6	-11	1	7	0.9
COc1ccc(NC(=O)C(Br)C(C)C)cc1 (stereo not given)	-2	0	95	6	4	3	-6	-1	-6	-1.6
C/C(=N\NC(=O)C(=O)Nc1cc(C)ccc1C)c1ccncc1	-25	8	100	-1	0	2	2	2	-5	-0.1
COc1ccc(CCNC(=O)Nc2nc(CN)cs2)cc1OC	-9	.	96	5	-3	6	-6	0	-2	-1.4
CC(=O)c1ccc(NC(=O)c2ccccc2Sc2ncnc3sc(C)c(C)c23)cc1	-10	6	95	2	10	1	5	-1	3	-2.7
COC(=O)N1CC(=O)N(OC)C1c1ccc(Cl)cc1Cl (stereo not given)	11	-2	99	-2	1	3	-17	0	8	-2.0
COc1ccc(CN(C(=O)c2cccs2)c2nccs2)cc1OC	9	2	98	-14	-4	3	-1	-1	2	-2.3
Brc1cc2c(cc1/C=N/Nc1nc(N3CCOCC3)nc(N3CCOCC3)n1)OCO2	15	-2	93	14	3	-2	-3	0	-6	2.1
O=C(c1ccccc1)C1CCN(C(=O)C2CCC(=O)N(Cc3cccc(F)c3)C2)CC1 (stereo not given)	-13	-11	99	0	2	-2	6	-1	16	-0.2
CCOc1ccc(NC(=O)COC(=O)C2CC2C)cc1 (stereo not given)	-31	-11	97	-1	-5	-1	-7	3	0	1.0
COc1ccc([N+](=O)[O-])cc1N(CC(=O)N1CCOCC1)S(C)(=O)=O	-11	-3	102	14	6	-3	2	1	17	-0.2
CCN1/C(=C2\SC(=S)N(Cc3ccccc3)C2=O)Sc2ccccc21	-22	-2	97	-1	0	5	-7	-3	17	1.3
C#CCOCCOCCOCCNc1nc(N2CCOCC2)nc(N2CCN(C(=O)[C@H]([C@@H](C)CC)n3cc(CCCCN)nn3)CC2)n1	-13	1	102	0	1	6	-5	6	12	0.2
COc1cc(OC)c(OC)cc1CNCc1ccc2c(c1)OCO2	11	-6	98	7	-5	-6	3	0	1	-0.8

Given comma-delimited: part of the list above
canonical_smiles,NCOA2 inhibitor,TLR9-MyD88 inh,ABCB6 inh MLPCN,Cardio protect,m5-HT2A agonist,ABHD5 PLIN5 PPI,NOD2 RIPK2 PPI,Glyco luc inh,MC4R antagonist,MC4R barr agon
Cc1ccc(S(=O)(=O)N2CCN(CC(=O)NC3CCCc4ccccc43)CC2)c(C)c1 (stereo not given),8,-1,100,-1,-2,-1,5,-1,1,0.1
O=C1C2C3c4ccccc4C(c4ccccc43)C2C(=O)N1/N=C/c1cccc(O)c1 (stereo not given),1,-4,96,-1,0,3,-3,-2,6,1.0
CC(OC(=O)C1=COCCO1)C(=O)NC1CCCCC1 (stereo not given),7,-7,98,1,2,0,-5,1,2,0.3
CCOC(=O)N1CCC2(O)CCCCC2C1c1ccc(F)cc1 (stereo not given),-21,-6,100,9,-2,11,5,1,8,-0.2
O=S(=O)(Nc1ccccc1F)c1cccc(NC(=S)NCCN2CCOCC2)c1,0,6,95,-4,1,5,0,-1,0,-1.2
COc1cccc2[nH]c(=O)c(-c3ccccc3)cc12,-44,3,102,-6,2,-3,-4,-4,-3,-1.9
CC1(C)Cc2ccccc2C(/C(=N\Nc2cccc(Cl)c2)C(N)=O)=N1,13,-4,95,-20,-6,-5,9,-4,5,-1.6
Cc1ccc(C(=O)N/N=c2\sc3ccccc3n2C)cc1,-3,-2,94,-5,3,0,0,1,-3,-1.1
Cc1ccc(S(=O)(=O)N2CCC(N3CCN(C)CC3)CC2)cc1Cl,9,-4,93,9,-2,7,-8,1,-5,1.4

The list goes on:
SMILES	NCOA2 inhibitor	TLR9-MyD88 inh	ABCB6 inh MLPCN	Cardio protect	m5-HT2A agonist	ABHD5 PLIN5 PPI	NOD2 RIPK2 PPI	Glyco luc inh	MC4R antagonist	MC4R barr agon
CCN(CC)c1ccc(C(=O)N/N=C(\C)c2ccc(O)cc2)cc1	-14	6	96	-1	-4	2	1	-1	5	-0.2
O=C(NCc1ccc(F)cc1)c1cnccn1	-4	-7	102	11	13	-3	3	-2	-1	0.2
Cc1ccc2c(CC(=O)NCc3ccco3)coc2c1C	-15	-12	99	0	2	0	0	20	-14	-1.1
COc1ccc(OCCCn2cc(/C=C3/C(=N)N4C=C(C)SC4=NC3=O)c3ccccc32)cc1	-37	3	93	15	1	-2	5	-2	8	0.0
COc1ccc(-c2cc(C(=O)NCCN3CCOCC3)no2)cc1OC	9	-2	97	9	2	0	9	0	13	-1.2
C[C@H](CO)N1C[C@H](C)[C@@H](CN(C)Cc2ccc3c(c2)OCCO3)OCc2cnnn2CCCC1=O	19	0	100	10	-2	11	7	2	5	0.0
COc1cc(/C=N/n2c(=S)[nH]nc(C)c2=O)cc([N+](=O)[O-])c1O	-22	.	98	6	0	-1	-5	2	11	-0.5

This is a subset, so the mix of outcomes need not match the whole.
